RGS4 act = RGS4 potentiators or activators, primary screen, cell-based, HEK293 M3R inducible RGS4, calcium flux; B-score at 10 µM; carbachol calcium flux Fluo4; hits give low values; 310,000 tested, 0.92% active;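 active means B-score of the integrated calcium signal more than 4 SD below the library mean, with starting fluorescence not abnormally high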;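 further: negative B-score means reduced calcium response which marks RGS4 activation or potentiation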
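Assay system: Inducible-RGS4 HEK293 cells carrying M3 receptor | Schedule: Compound preincubation 20 min at room temperature before agonist | Signal: Kinetic calcium fluorescence imaging with Fluo4-AM dye, 2 µM | Read-out basis: B score from integrated fluorescence ratio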
PolyA inh = polyadenylation inhibitors in yeast reporter cells, primary screen, luminescence, S. cerevisiae. S. cerevisiae SKY197-pL101 polyadenylation reporter, beta-gal luminescence; efflux-impaired pdr1/pdr3 knockout yeast; score 100 = 6 SD above DMSO. calls only at 12 µM. 300,000 tested, 0.02% active;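 active means lowest replicate activity score at least 50, where 100 means six control SD above control mean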;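 further: yeast exposed to compound for 9 h at 30 °C; higher score means more reporter readthrough which indicates perturbed polyadenylation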
KCNQ1 inh = inhibitors of human KCNQ1 channel, primary screen, cell-based, thallium flux, high-throughput; CHO-K1 KCNQ1, FluxOR thallium flux fluorescence; hits give high values; B-score at 10 µM; 310,000 tested, 1.3% active;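 active means compounds whose thallium flux B-score, printed positive for inhibition, exceeds three library SD while starting fluorescence stays within three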;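 further: channel opened by potassium depolarization with thallium stimulus after 20 min compound exposure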
GSK3beta inhib = human GSK3beta kinase inhibitors, primary screen, biochemical, cell-free homogeneous, HTS | activity score (negative = inhibition), % at 10 µM | 300,000 tested, 0.038% active | GST-GSK3beta kinase, ADP-Glo luminescence, 60 min; hits give low values | Glycogen synthase kinase-3 beta (Homo sapiens), P49841 | AID 2097, 2009;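 active means more than half of replicate wells score below -50%, meaning over 50% inhibition versus plate controls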;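 further: 0% = median DMSO wells and -100% = median GW8510 positive control wells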
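Assay system: GST-tagged human GSK3beta kinase, cell-free; Input: 1.6 ng GSK3beta; Medium: Tris/MgCl2 kinase buffer; Timing: 60 min enzyme reaction, room temperature; Signal: ADP-Glo luminescence quantifying ADP generated by kinase; Evaluation: score relative to plate controls; Benchmarks: DMSO neutral wells and GW8510 at 20 µM as positive.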
KCNK9 block = KCNK9 potassium channel inhibitors, primary screen, HEK293 cells, thallium flux; Potassium channel subfamily K member 9 (Homo sapiens), Q9NPC2; FluxOR thallium flux fluorescence; hits give low values; B-score at 10 µM; 310,000 tested, 1.2% active; AID 488922, 2010;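 active means ratio B-score over 3 SD below the library mean, with starting fluorescence within 5 SD of its mean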;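 further: negative B-score means less thallium flux so channel inhibition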
Target sequence (Q9NPC2 whole entry, looked up): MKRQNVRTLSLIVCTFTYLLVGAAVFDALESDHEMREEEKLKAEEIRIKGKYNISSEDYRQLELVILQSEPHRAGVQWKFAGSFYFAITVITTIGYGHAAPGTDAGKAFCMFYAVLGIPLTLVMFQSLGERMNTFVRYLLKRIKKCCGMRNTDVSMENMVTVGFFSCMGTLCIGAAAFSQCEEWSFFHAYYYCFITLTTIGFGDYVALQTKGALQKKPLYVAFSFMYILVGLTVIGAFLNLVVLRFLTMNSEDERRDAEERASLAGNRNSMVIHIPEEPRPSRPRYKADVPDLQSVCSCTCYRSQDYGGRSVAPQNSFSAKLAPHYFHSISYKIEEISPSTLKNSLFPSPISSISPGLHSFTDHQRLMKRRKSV
KCNQ1 act = potentiators or activators of KCNQ1 channel, primary screen, cell-based, thallium flux, high-throughput | Potassium voltage-gated channel subfamily KQT member 1 (Homo sapiens), P51787 | CHO-K1 KCNQ1, thallium flux FluxOR fluorescence; hits give high values | B-score at 10 µM | 310,000 tested, 0.35% active | AID 2648, 2010;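 active means fluorescence ratio B-score, a plate-corrected score, at least three library SD, with initial intensity B-score within 5 SD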
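Assay system: CHO-K1 cells stably expressing KCNQ1; Medium: assay buffer with matched DMSO; Also added: K+/Tl+ depolarizing stimulus; Dosing: single dose; Timing: dye 90 min, compound 20 min, room temperature; Measured by: kinetic FluxOR thallium fluorescence, 10-s 1-Hz baseline, 110-s post-stimulus read; Read-out: peak-minus-minimum fluorescence over initial fluorescence, negative-control normalized, B-scored.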
DYRK1A inh = rat Dyrk1A kinase inhibitors, primary screen, biochemical, single point, plate reader; Dual specificity tyrosine-phosphorylation-regulated kinase 1A (Rattus norvegicus), Q63470; ADP-Glo luminescence, NFATc1 peptide; inhibition, % at 12.5 µM; 310,000 tested, 0.43% active; in the data active means inhibition above about 50%;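 further: plate controls were vehicle with enzyme for no effect and no enzyme for full effect; many of its hits are not listed in these tables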
hERG protect = hERG rescue from dofetilide block, primary screen, cell-based, CHO-hERG, FluxOR thallium flux, dofetilide IC70; dofetilide IC70 present; activation (rescue from dofetilide block), less the hit threshold, % at 10 µM; 310,000 tested, 0.51% active; AID 1511, 2009;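 active means activation above the mean of controls blocked by dofetilide plus 5 SD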;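 further: thallium influx through hERG after potassium depolarization seen as dye fluorescence rise; in these data hits start at about 4.7%; inactives centre near -7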
RGS4 inh = RGS4 inhibitors, primary screen, cell-based, HEK293 M3R inducible RGS4, calcium flux. Regulator of G-protein signaling 4 (Homo sapiens), P49798. Fluo-4 calcium flux; hits give high values; triggered by carbachol at its EC20. B-score at 10 µM. 310,000 tested, 0.45% active. AID 463165, 2010;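 active means B-score, a plate-corrected calcium signal, over three deviations above library mean, with baseline fluorescence within five deviations of library mean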;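 further: RGS4 expression induced by doxycycline in cells with stable M3 receptor; B-score is computed from the integrated fluorescence ratio over baseline after carbachol; higher B-score means a larger calcium signal and so more RGS4 inhibition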
KCNK3 inh = human KCNK3 channel inhibitors, primary screen, CHO cells, FluxOR thallium flux, B-score; 340,000 tested, 0.84% active; AID 602410, 2012; B-score at 10 µM; FluxOR fluorescence; hits give low values;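 active means B-score under library mean minus 4 SD, starting fluorescence ratio at most library mean plus 5 SD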;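 further: more negative B-score means stronger inhibition of thallium flux through KCNK3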
GSK3A inh = blockers of GSK3A enzyme activity – biochemical, luminescence, cell-free homogeneous, HTS, primary screen. Glycogen synthase kinase-3 alpha (Homo sapiens), P49840. GSK-3 alpha kinase, ADP-Glo luminescence, 60 min. inhibition, % at 10 µM. 320,000 tested, 0.1% active. AID 2650, 2010;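 in the data active means inhibition above about 50%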;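 further: GST-tagged GSK-3 alpha with peptide substrate and 25 µM ATP; 0% = DMSO neutral wells and 100% = GW8510 positive control wells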
Target sequence (P49840 whole entry, looked up): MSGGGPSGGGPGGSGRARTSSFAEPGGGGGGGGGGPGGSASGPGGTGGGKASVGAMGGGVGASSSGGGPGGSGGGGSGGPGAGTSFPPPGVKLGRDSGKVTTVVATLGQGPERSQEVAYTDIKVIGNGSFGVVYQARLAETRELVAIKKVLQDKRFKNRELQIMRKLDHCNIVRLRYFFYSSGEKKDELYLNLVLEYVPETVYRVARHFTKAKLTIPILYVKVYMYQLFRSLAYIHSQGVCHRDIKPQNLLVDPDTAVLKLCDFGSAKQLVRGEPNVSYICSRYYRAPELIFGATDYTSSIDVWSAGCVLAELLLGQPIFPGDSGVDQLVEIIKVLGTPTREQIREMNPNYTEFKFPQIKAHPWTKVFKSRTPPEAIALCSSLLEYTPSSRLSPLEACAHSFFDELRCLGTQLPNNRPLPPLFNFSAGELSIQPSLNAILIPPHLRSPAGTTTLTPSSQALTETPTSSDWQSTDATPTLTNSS
* = called active by the depositor; i = inactive; nt = no result given.

nr	molecule	DYRK1A inh	RGS4 act	GSK3beta inhib	KCNQ1 inh	KCNK9 block	hERG protect	KCNQ1 act	RGS4 inh	KCNK3 inh	GSK3A inh	PolyA inh
1	CCOC(=O)C(Cc1c[nH]c2ccccc12)NC(=O)c1ccccc1Br (stereo not drawn)	6.5	i	-2.9	i	i	-7.0	i	i	i	-3.0	i
2	C/C(=C\c1ccccc1F)C(=O)c1c(C)cc(C)[nH]c1=O	-2.5	i	2.5	i	i	-7.9	i	i	i	-0.5	i
3	CCC1(CC)NC(=O)NC1=O	5.6	i	1.6	i	i	-2.9	i	i	i	-1.6	i
4	COc1ccc(C2CC(c3ccccc3)=NN2C(=O)COC(=O)c2ccc(Cl)nc2)cc1 (stereo not drawn)	0.2	i	2.5	i	i	-6.1	i	i	i	-4.4	i
5	CNC(=O)/C(C#N)=C/c1cn(CC(=O)NCc2ccco2)c2ccccc12	nt	i	-3.1	i	i	-18.4	i	i	i	-1.1	i
6	CCOC(=O)c1[nH]c(C)c(C(=O)NC(C)CC)c1C (stereo not drawn)	-2.4	i	-0.2	i	i	-8.5	i	i	i	1.9	i
7	CN1CCN(C(=O)CC23CC4CC(CC(C4)C2)C3)CC1	0.3	i	2.7	i	i	-5.7	i	i	i	1.4	i
8	Cc1cccc(Cn2cnc3c(nnn3Cc3ccc(F)cc3)c2=O)c1	-1.6	i	1.3	i	i	-4.0	i	i	i	0.6	i
9	COC(=O)c1cc(NC(=O)c2ccc([N+](=O)[O-])cc2)c(=O)oc1C	-3.1	i	1.7	i	i	-4.0	i	i	i	-3.1	i
10	COC(=O)[C@H](C)NC(=O)Nc1ccc(OC)cc1OC	0.5	i	-2.4	i	i	-2.0	i	i	i	1.1	i
11	COc1ccc(S(=O)(=O)N2c3ccccc3OCC2c2ccccc2)cc1 (stereo not drawn)	17.1	i	-2.7	8*	i	-3.9	i	i	i	-0.5	i
12	CCOC(=O)Cn1cnc2c(nnn2Cc2ccc(Cl)cc2)c1=O	1.2	i	-3.9	i	i	-8.5	i	i	i	-5.0	i
13	Cc1ccc(C)c(COc2coc(CN3CCN(C(=O)c4ccco4)CC3)cc2=O)c1	6.9	i	0.6	i	i	-7.2	i	i	i	-2.1	i
14	COc1cccc(/C=N/NC(=S)Nc2cccc(C(=O)O)c2)c1O	-2.1	i	1.9	i	i	-4.3	i	i	i	-2.6	nt
15	CCOC(=O)c1c(C)[nH]c(C(=O)COC(=O)C(C)Oc2ccc(Cl)cc2Cl)c1C (stereo not drawn)	1.6	i	-0.6	i	i	-13.2	i	i	i	-2.7	i
16	CCc1cc(=O)oc2cc(OC(C)C(=O)NCC3CCC(C(=O)O)CC3)c(Cl)cc12 (stereo not drawn)	0.2	i	0.8	i	i	-8.8	i	i	i	-0.9	i
17	Nc1ccc(/C=C/C(=O)c2ccco2)cc1	-1.3	i	-23.2	i	i	-12.0	i	i	i	1.4	i
18	CC1(c2ccc3ccccc3c2)NC(=O)N(CC(=O)N2CCN(c3ccccc3O)CC2)C1=O (stereo not drawn)	2.0	i	6.3	i	i	-11.8	i	i	i	-3.1	i
19	O=C(N/N=C1\CCc2ccccc21)c1ccc(O)cc1	1.6	i	-1.9	i	i	-10.2	i	i	i	0.6	nt
20	CC(C(=O)Nc1ccccc1)c1ccc(-c2ccccc2)c(F)c1 (stereo not drawn)	5.3	i	-0.7	i	i	-5.2	i	i	i	3.1	i
21	O=C(Nc1ccnn1C1CCN(Cc2ccccc2F)CC1)C1CCCC1	-1.9	i	-5.6	i	i	-6.2	i	i	i	-0.7	i
22	CCOc1ccc(NC(=O)Nc2nc3ccc(S(C)(=O)=O)cc3s2)cc1	-7.3	i	-3.2	i	i	-9.2	i	i	i	-2.7	i
23	O=C(c1cccs1)N1CCCC(N2CCN(c3ccc(F)cc3)CC2)C1 (stereo not drawn)	-0.3	i	-19.9	i	i	-7.4	i	i	i	2.2	i
24	Cn1c(Cl)c(/C=N/OC(=O)C(C)(C)C)c2ccccc21	-0.2	i	0.0	i	i	-6.5	i	i	i	-0.7	i
25	Cc1ccc(N2C(=O)N(CC(=O)N3CCCc4ccccc43)C(=O)C2C)cc1 (stereo not drawn)	4.2	i	-0.8	i	i	-4.6	i	i	i	2.9	i
26	NC(=O)CN1C(=O)C(=O)N(Cc2cccc(C(F)(F)F)c2)C1=O	-1.9	i	-6.8	i	i	-1.2	i	i	i	-1.1	i
27	CCC(=O)n1nc(-c2ccco2)nc1SCc1ccccc1	10.0	i	-0.5	i	i	-3.5	i	i	i	0.7	i
28	Cn1c(C(=O)N2CCN(Cc3ccc4c(c3)OCO4)CC2)cc2c(=O)n(C)c3ccccc3c21	2.4	i	-4.5	i	i	-12.7	i	i	i	-3.0	i
29	CN(Cc1nc(Cc2cccc(F)c2)no1)CC1COCCO1 (stereo not drawn)	-1.2	i	-2.6	i	i	-2.0	i	i	i	-0.4	i
30	CC(C)(C)n1nnnc1CN1CCN(C2CCCC2)CC1	-0.5	i	0.7	i	i	-3.6	i	i	i	-2.4	i
31	Cc1ccc(C(=O)Nc2cc(=O)n(C)c(=O)n2C)cc1C	2.7	i	2.7	i	i	-5.5	i	i	i	nt	i
32	CC(NC(=O)NCCCn1ccnc1)(C(F)(F)F)C(F)(F)F	-0.6	i	2.2	i	i	-5.6	i	i	i	-2.2	i
33	O=C(CCN1C(=O)c2ccccc2C1=O)Nc1ccc(F)cc1	-4.6	i	0.5	i	i	-5.8	i	i	i	-2.4	i
34	Cc1ccc(NC(=S)N(C)C)cc1C	nt	i	1.5	i	i	-12.5	i	i	i	-0.2	i
35	Cn1c(=O)c(C(=O)NCCc2ccc(Cl)cc2)c(O)c2ccccc21	-3.0	i	4.0	i	i	-8.9	i	i	i	0.3	i
36	O=C(Nc1nnc(COc2ccc(Cl)cc2)s1)C1CCCO1 (stereo not drawn)	-4.0	i	2.9	i	i	-11.0	i	i	i	-3.9	i
37	CCCOc1cccc(C(=O)Nc2cccc3ncccc23)c1	2.3	i	-0.3	i	i	-10.7	i	i	i	-1.4	i
38	O=[N+]([O-])c1ccc(Cl)c(/C=N/NC(=S)Nc2ccccc2)c1	6.2	i	5.8	i	i	-1.8	i	i	i	-0.5	i
39	O=C(CN1CCCCCCC1)N/N=C/c1ccc(F)c(F)c1	4.0	i	6.9	i	i	-9.5	i	i	i	-0.2	i
40	CC(=O)c1cn(-c2ccc(Cl)cc2)c(=O)[nH]c1=O	2.1	i	4.4	i	i	-3.2	i	i	i	-0.1	i
41	CN(C)c1ccnc(NCc2ccccc2)c1C#N	5.6	i	-1.6	i	i	-10.0	i	i	i	-1.8	i
42	COc1ccc(CN2CCC(C(=O)c3ccc(Cl)cc3)CC2)cc1	2.6	i	2.2	i	i	-14.7	i	i	i	-0.9	i
43	COC(=O)Nc1sc2c(c1C(=O)NCc1ccco1)CCCC2	-2.9	i	2.4	i	i	-10.1	i	i	i	-0.6	i
44	Cc1ccc(S(=O)(=O)N(C)CC(=O)N2CCN(Cc3ccc4c(c3)OCO4)CC2)cc1	-4.7	i	0.2	i	i	-3.6	i	i	i	-0.8	i
45	CC(C)NC(=O)C1CCN(C2CCN(C(=O)C3=CCCC3)CC2)CC1	-1.2	i	3.1	i	i	-12.9	i	i	i	-0.9	nt
46	O=S(Cc1ccc(Cl)cc1)CC(O)(c1ccccc1)c1ccccc1 (stereo not drawn)	0.1	i	-3.4	i	i	-5.0	i	i	i	-3.3	i
47	C/C(=N\NC(=O)c1nnn(-c2nonc2N)c1-c1cccs1)c1ccc(O)cc1	1.8	i	3.2	i	i	-0.8	i	i	i	20.0	i
48	NS(=O)(=O)c1ccc(NC(=S)NC(=O)c2ccc(Br)o2)cc1	3.1	i	0.0	i	i	-8.1	i	i	i	-2.8	i
49	Cc1ccc2nsnc2c1S(=O)(=O)NCCc1c(C)[nH]c2ccc(F)cc12	2.9	i	0.0	i	i	-4.5	i	i	i	-0.9	i
50	CCOP(=O)(OCC)C(NC(=O)NS(=O)(=O)c1ccc(C)cc1)c1ccccc1 (stereo not drawn)	1.9	i	1.4	i	i	-3.5	i	i	i	-2.0	i
51	CCCCN(CC)CCCNC(=O)Cn1nc(Cc2ccncc2)c2ccccc2c1=O	-1.9	i	0.1	i	i	-11.3	i	i	i	nt	i
52	CSc1nc(SCCN(C)C)c2c3c(sc2n1)COC(C)(C)C3	5.0	i	1.2	i	i	-10.1	i	i	i	1.2	i
53	CCOC(=O)c1ccc(NC(=O)Cn2nnc(-c3ccc(C)cc3)n2)cc1	-1.4	i	-2.2	i	i	-5.8	i	i	i	0.4	i

This is a subset. The share of hits here may be higher or lower than overall.
